Screening data from PubChem BioAssay.
L3MBTL1 inh: L3MBTL1 (human) inhibition; Q9Y468; AlphaScreen L3MBTL1–H3K9me1 peptide binding; Potency, µM (top dose mostly 57.1 µM), inactives show at the highest dose activity, negative = inhibition, hits mostly inhibitors; actives 0.66% (n = 230,000); AID 485360; active means well fitted inhibition curve with a large enough effect; inconclusive means small, poorly fitted or top-dose-only effect; inactive means no such curve, though single readings can be large or run the other way; further: nearly all actives have a fitted effect of over 60% in size
Target sequence (Q9Y468 whole entry, looked up): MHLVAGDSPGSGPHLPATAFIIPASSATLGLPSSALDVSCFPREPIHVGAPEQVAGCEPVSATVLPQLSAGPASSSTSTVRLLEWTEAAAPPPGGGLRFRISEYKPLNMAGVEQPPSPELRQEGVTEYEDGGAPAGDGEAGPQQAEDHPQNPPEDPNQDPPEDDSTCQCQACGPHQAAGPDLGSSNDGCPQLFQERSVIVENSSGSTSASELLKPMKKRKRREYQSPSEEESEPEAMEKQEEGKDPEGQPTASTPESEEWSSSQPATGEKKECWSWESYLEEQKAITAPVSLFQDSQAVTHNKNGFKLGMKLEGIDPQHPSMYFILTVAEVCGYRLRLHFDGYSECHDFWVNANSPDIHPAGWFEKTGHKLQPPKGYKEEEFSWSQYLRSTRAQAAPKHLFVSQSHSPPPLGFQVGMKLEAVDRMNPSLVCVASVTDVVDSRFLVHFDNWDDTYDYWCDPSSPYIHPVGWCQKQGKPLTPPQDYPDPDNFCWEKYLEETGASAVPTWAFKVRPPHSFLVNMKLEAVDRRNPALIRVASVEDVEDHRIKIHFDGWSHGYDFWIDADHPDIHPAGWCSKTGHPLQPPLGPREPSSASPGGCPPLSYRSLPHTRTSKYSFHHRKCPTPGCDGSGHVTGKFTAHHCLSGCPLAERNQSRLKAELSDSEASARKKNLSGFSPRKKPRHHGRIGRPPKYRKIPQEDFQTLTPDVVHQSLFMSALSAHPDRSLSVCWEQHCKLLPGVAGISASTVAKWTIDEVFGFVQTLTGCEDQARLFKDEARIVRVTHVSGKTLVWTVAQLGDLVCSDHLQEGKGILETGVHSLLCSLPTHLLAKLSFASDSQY
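L3MBTL1 (50 nM) pre-complexed 30 min with biotinylated H3(1-15)K9me1 peptide (75 nM), then compounds added for 30 min at room temperature; AlphaScreen streptavidin donor/nickel chelate acceptor beads (10 ug/mL final) read after 30 min dark incubation.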
Starred values were filed as active, the others as inactive; ? = inconclusive; [ ] = another dose, or the depositor's remark. On the % scale 0 is the no-effect control and ±100 the full control effect; potency means the concentration at half of the fitted maximal effect. This is a subset (hit frequency here may not be typical).

SMILES	L3MBTL1 inh
CCN(CC1CCCN(CCc2cccc(OC)c2)C1)C(=O)C=C(C)C (stereo not drawn)	7%
COc1ccc(NC(=O)C2CCCN(S(C)(=O)=O)C2)cc1Cl (stereo not drawn)	7%
COc1ccc(NC(=O)CN(C)C(=O)c2cc3c(s2)CCC3)cc1	3.2µM*
CC(Sc1nncn1C)C(=O)Nc1ccc2ccccc2c1 (stereo not drawn)	-10%
COCCN(CC(=O)Nc1cccc(C)c1C)C(=O)Cc1sc(C)nc1-c1ccc(F)cc1	1%
COc1cc(/C(=C/c2ccccc2)c2ccccc2)c2c(c1)oc1ccccc12	-1%
CC(C)(C)c1ccc(S(=O)(=O)NCC(=O)N2CCCC2)cc1	-3%
Nn1c(Cc2cccc3ccccc23)nnc1SCC(=O)NCC1CCCO1 (stereo not drawn)	5%
COc1ccccc1NC(=O)CSc1nnc(Cc2cccs2)n1C	35%[activator]
COc1ccc(CCNC(=O)C2CCN(S(=O)(=O)c3ccc(C)cc3)CC2)cc1	-6%
Cc1ccc(CCNC(=O)c2cc(S(=O)(=O)N3CCCC3)cn2C)cc1	-4%
CSc1ccc(CCNC(=O)CCc2nnc3ccc(N4CCOCC4)nn23)cc1	6%
CCOC(=O)c1ccc(NCc2cccnc2)cc1	-2%
Cc1onc(-c2ccccc2)c1C(=O)OCC(=O)NC(=O)c1ccccc1	-10%
O=C(c1ccc2c(=O)n3c(nc2c1)CCCCC3)N1CCN(c2ccc(Cl)cc2)CC1	-3%
Cc1ccccc1/C=C1\Oc2ccccc2C1=O	-4%
COc1ccc(NC(=O)c2cc3ccccc3cc2OC)cc1	3%
CN(Cc1ccccc1)C(=O)COC(=O)CCC(=O)c1ccc(Cl)cc1	2%
C=CCc1cc(Cl)ccc1OCCCn1ccnc1	-7%
Cc1cc2c(cc1S(=O)(=O)N1CCCC1)n(C)c(=O)c(=O)n2C	4%
N#Cc1ccccc1NC(=O)COC(=O)CN1C(=O)C2CCCCC2C1=O (stereo not drawn)	2%
COc1ccc(CNC(=O)C2CCCN2C(=O)NCc2ccccc2)cc1 (stereo not drawn)	-3%
CCOc1ccc(NS(=O)(=O)c2cc(C(=O)NCC3CCCO3)ccc2Cl)cc1 (stereo not drawn)	5%
Cc1ccc(S(=O)(=O)N2CCN(C(=O)CCOc3cc(C)ccc3C)CC2)cc1	-6%
O=c1[nH]c(/C=C/c2ccc([N+](=O)[O-])cc2)c([N+](=O)[O-])c(=O)[nH]1	-8%

Remaining list, next part
SMILES	L3MBTL1 inh
COc1ccc(-c2nn(-c3ccccc3)cc2C(=O)NC2CCCCC2C)cc1 (stereo not drawn)	2%
O=C(OCCOc1ccc(F)cc1)c1ccc(S(=O)(=O)N2CCCC2)cc1	26%
COCCN(C(=O)CSc1nc(N)cc(=O)[nH]1)c1c(N)n(Cc2ccccc2)c(=O)[nH]c1=O	2%
COc1ccc(OC)c(NC(=O)c2ccc(NC3=NC4CS(=O)(=O)CC4S3)cc2)c1 (stereo not drawn)	-1%
Cc1cccc(C)c1NC(=O)CNC(=O)c1ccc(COc2ccccc2)cc1	2%
CC(=O)NC(CC(=O)OCC(=O)N1CCN(S(=O)(=O)c2ccc(C)cc2C)CC1)c1ccccc1 (stereo not drawn)	4%
O=Cc1ccc(C(=O)OCC(=O)NCCC2=CCCCC2)cc1	2%
CN(C(=O)COC(=O)c1ccc(=O)n(Cc2ccccc2)n1)C1CCS(=O)(=O)C1 (stereo not drawn)	5%
Clc1ccc(SCCOCCN2CCCCCC2)cc1	-1%[2.29 µM]
CN1CCN(C(=O)CCCN2C(=O)/C(=C/c3ccc(Cl)cc3)SC2=S)CC1	-1%
C=CCn1c(NC(=O)c2ccc(C)cc2)nc2ccccc21	-1%
CCN(CC(=O)Nc1ccc(S(=O)(=O)N2CCCC2)cc1)CC(=O)Nc1ccccc1C(F)(F)F	2%
NC(=O)C1CCN(S(=O)(=O)c2ccccc2[N+](=O)[O-])CC1	2%
CC(=O)c1ccc(NC(=O)c2cc(C)nc3ccccc23)cc1	-3%
Cc1ccc(S(=O)(=O)N2[C@@H](c3ccccc3)C(C(=O)O)=CC[C@H]2c2cccs2)cc1	1%
C[C@H](CO)N1C[C@H](C)[C@@H](CN(C)S(=O)(=O)c2ccccc2)Oc2ccc(NS(=O)(=O)c3ccccc3)cc2C1=O	0%
CC(CCN1CCOCC1)c1ccccc1 (stereo not drawn)	7%
CC(C)(CO)CNC(=O)CCc1nnc(-c2ccc(-c3ccccc3)cc2)o1	36%[activator]
CN(Cc1ccc(Cl)cc1)C(=O)COC(=O)c1ccc(-c2ccc(O)cc2)cc1	2%
COc1ccccc1N1CC(C(=O)NC2CCCCCC2)CC1=O (stereo not drawn)	-2%
O=C(NCc1cccc2ccsc12)c1cccs1	10%
O=C(O)C1CC1(c1ccccc1)c1ccccc1 (stereo not drawn)	-5%
COc1ccc(NC(=O)COC(=O)C2CC2)c(OC)c1	-11%
O=C(CN1C(=O)NC(Cc2ccccc2)C1=O)Nc1ccc(F)c(Cl)c1 (stereo not drawn)	3%
CCC(Oc1ccccc1OC)C(=O)Nc1ccc2c(c1)n(C)c(=O)n2C (stereo not drawn)	-3%

In the list so far, 2 contain a COOH group.
SMILES	L3MBTL1 inh
Cc1ccc(S(=O)(=O)N2[C@@H](c3ccccc3)C(C(=O)O)=CC[C@H]2c2cccs2)cc1	1%
O=C(O)C1CC1(c1ccccc1)c1ccccc1 (stereo not drawn)	-5%

Additional records:
SMILES	L3MBTL1 inh
C/C=C/C(=O)N[C@@H]1c2ccccc2CC[C@@H]1OCc1ccccc1	1%
Cc1ccc(C(=O)COC(=O)c2cccc(O)c2)s1	-2%
Cc1ccc(C(=O)N(CCN(C)C)CC2CCCN(Cc3ccccc3F)C2)cc1C (stereo not drawn)	-1%[2.29 µM]
O=C(Nc1ccncc1)c1ccc(Cl)c(S(=O)(=O)N2CCCCC2)c1	-3%
COc1ccccc1NC(=O)C(C)OC(=O)CCCc1c[nH]c2ccccc12 (stereo not drawn)	-6%
Cc1noc(C)c1COc1ccccc1C(=O)NNC(=O)C(C)Oc1ccccc1F (stereo not drawn)	2%
CN(C(=O)c1ccc(NC(=O)Cc2ccc(NC(=O)C3CCN(C(=O)C4CCC4)CC3)cc2)cc1)C1CC1	-12%
COC(=O)c1ccc(COC(=O)CNC(=O)c2ccc(OC)cc2)cc1	1%
COc1ccc(OC)c(N(CC(=O)N2CCCC2)S(C)(=O)=O)c1	-3%
Cc1cccc(N2N=C(C(=O)OCC(=O)c3ccccc3)CCC2=O)c1	-1%
CC(C)(C)OC(=O)NC1CC2CCCC(C1)N2Cc1ccccc1 (stereo not drawn)	38%[activator]
Cc1cc(NS(=O)(=O)c2ccc(NC(=O)Cc3ccc([N+](=O)[O-])cc3)cc2)nc(C)n1	0%
Cc1ccc(O)c(Nc2ncnc3ccccc23)c1	1%
CCc1ccccc1NC(=O)CN1CCN(C(=O)c2ccc(OCc3cn4ccccc4n3)cc2)CC1	2%
CCOC(=O)Cc1csc(NC(=O)c2cc(C)c(C)s2)n1	1%
Cc1cc(C)cc(NC(=O)COC(=O)Cc2ccccc2F)c1	7%
NS(=O)(=O)c1ccc(-c2c(-c3ccccc3)sc3ccccc23)cc1	?
Cc1[nH][nH]c(=O)c1C(c1ccc(Br)cc1)c1c(C)[nH][nH]c1=O	-2%
Cc1ccc(-c2cc(C(=O)N(C)CC(=O)Nc3ccccc3Br)c3ccccc3n2)o1	1%
C[C@H](CO)N1C[C@H](C)[C@@H](CN(C)Cc2ccc(Cl)c(Cl)c2)Oc2c(NC(=O)C3CC3)cccc2C1=O	-4%
CCOc1ccc(OCCCC(=O)Nc2cc(Cl)ccc2-n2cncn2)cc1	1%
O=C(COc1cccc(F)c1)Nc1nc(-c2ccncc2)cs1	-8%
CC(C)=CCN1CCN(Cc2cn(C(C)C)c3ccccc23)CC1CCO (stereo not drawn)	-6%
O=C(O)CSc1nnc(-c2cccc(S(=O)(=O)N3CCOCC3)c2)n1-c1ccc(F)cc1	2%
Cc1ccc(C)c(S(=O)(=O)N2CCN(C(=O)CCC(=O)c3cc(C)sc3C)CC2)c1	-14%

Sorted by formula weight (falling): part of the list above.
SMILES	L3MBTL1 inh
C[C@H](CO)N1C[C@H](C)[C@@H](CN(C)Cc2ccc(Cl)c(Cl)c2)Oc2c(NC(=O)C3CC3)cccc2C1=O	-4%
Cc1ccc(-c2cc(C(=O)N(C)CC(=O)Nc3ccccc3Br)c3ccccc3n2)o1	1%
Cc1cc(NS(=O)(=O)c2ccc(NC(=O)Cc3ccc([N+](=O)[O-])cc3)cc2)nc(C)n1	0%

Next part.
SMILES	L3MBTL1 inh
COc1ccc2oc(=O)c(C(=O)NCc3ccc(C)cc3)cc2c1	0%
CC(c1ccccc1)N1C(=O)OC(C)(C)C1(C)O (stereo not drawn)	6%
Cc1ccc(C)c(N2CCN(S(=O)(=O)c3cc4c(cc3Cl)NC(=O)CO4)CC2)c1	4%
COc1ccc(N2CCN(C3CCCN(C(=O)CSC)C3)CC2)cc1 (stereo not drawn)	-1%
CCC[C@H]1COCCS(=O)(=O)N1Cc1ccccc1F	4%
Cc1cc(C)cc(OCC(=O)N2CCN(c3ncccn3)CC2)c1	1%
O=C(CN1CCCCCC1)N/N=C/c1ccc2ccccc2c1	-9%
CC(Oc1ccc2c(c1)c1ccnc3c4ccccc4c(=O)n2c13)C(=O)NCCN1CCOCC1 (stereo not drawn)	4%
COc1cc(CCC(=O)OCC(=O)Nc2sccc2C(N)=O)cc(OC)c1OC	-24%
CCN(CC(=O)Nc1c(F)cccc1F)C(=O)c1cn2ccccc2n1	0%
COc1ccc(S(=O)(=O)N2CCCCC2)cc1NC(=O)Cc1cccc(C(F)(F)F)c1	5%
Cc1ccccc1NC(=S)NC(=O)Cc1ccc(Cl)cc1	0%
CC(=O)c1cccc(NC(=O)CN2C(=O)c3ccccc3C2=O)c1	-1%
O=C(CSc1nnc(NC(=O)c2c(F)cccc2F)s1)NCc1ccco1	-8%
c1nc(CCO[C@H]2CCCCO2)cc2cc3c(cc12)OCO3	-3%
COc1ccc(OCC(=O)N2CCC3(CC2)CC(=O)c2ccccc2O3)cc1	2%
COc1ccc2nc(N3CCN(C(=O)c4ccc5ncsc5c4)CC3)sc2c1	-2%
O=C(C[C@H]1C/C=C\CC[C@@H](Cc2ccc(F)cc2)C(=O)O[C@@H](c2ccccc2)CNC1=O)N[C@H](CO)Cc1ccccc1	2%
O=C(CN1C(=O)NC2(CCCC2)C1=O)Nc1cc(Cl)ccc1Oc1ccccc1	-2%
C/C(Cl)=C/Cn1c(N2CCCC2)nc2c1c(=O)[nH]c(=O)n2C	-1%
CC(=O)Nc1cccc(C(=O)OC(C)C(=O)Nc2ccc(S(=O)(=O)N3CCCC3)cc2)c1 (stereo not drawn)	2%
O=C(COc1ccccc1Cl)Nc1nc(-c2ccncc2)cs1	-5%
Cc1ccc(SCCN2CCC(C)CCC2=O)cc1 (stereo not drawn)	6%
Cc1cccc(C)c1NC(=O)C(=O)NCC1CCCN1S(=O)(=O)c1ccccc1 (stereo not drawn)	-6%
CN(C(=O)COC(=O)CN1C(=O)c2ccccc2C1=O)c1c(N)n(Cc2ccccc2)c(=O)[nH]c1=O	2%

Among those listed so far, three contain a nitro group on carbon:
SMILES	L3MBTL1 inh
O=c1[nH]c(/C=C/c2ccc([N+](=O)[O-])cc2)c([N+](=O)[O-])c(=O)[nH]1	-8%
NC(=O)C1CCN(S(=O)(=O)c2ccccc2[N+](=O)[O-])CC1	2%
Cc1cc(NS(=O)(=O)c2ccc(NC(=O)Cc3ccc([N+](=O)[O-])cc3)cc2)nc(C)n1	0%

Additional results follow:
SMILES	L3MBTL1 inh
Cc1ccc(OC(=O)C2CSC3(C)CCC(=O)N23)c(Br)c1 (stereo not drawn)	-16%
COc1ccc(-c2oc3cccnc3c2C#CCO)cc1	-4%
COc1ccc(Br)cc1CN1CCC(N2CCCC2)CC1	-9%
CC(C)n1ncc2c(C(=O)Nc3cccc(C#N)c3)cc(C3CC3)nc21	6%
O=S(=O)(c1ccccc1)[C@@]1(c2ccc(Br)cc2)C[C@@H]2ON=C(c3cccc(Br)c3)[C@@H]2C1	-4%
COc1cc(/C=N/NC(=O)c2ccccc2NS(=O)(=O)c2cccs2)ccc1O	-1%
COc1cc(OC)cc(C(=O)OCC(=O)NC2CCCCCC2)c1	3%
COc1cc(OC)cc(C(=O)NNS(=O)(=O)c2ccc(F)cc2)c1	-4%
COc1ccc(NC(=O)CNc2cc(S(=O)(=O)N3CCOCC3)ccc2N2CCOCC2)c(OC)c1	-8%
CC(C)Oc1ccc(C2CC(=O)N(C)C2=O)cc1 (stereo not drawn)	6%
Cc1ccc(Cl)cc1NC(=O)NCCN1CCCCC1	0%
Cc1ccc(C23CC4CC(CC(C(=O)NN)(C4)C2)C3)cc1	-2%
COc1ccccc1C(=O)COC(=O)c1cccs1	0%
NC(=O)c1ccc(NC(=O)COC(=O)c2cc([N+](=O)[O-])ccc2N2CCOCC2)cc1	3%
O=C(NCCn1c(C(F)(F)F)nc2ccccc21)[C@H]1CCCN1c1nc(CN2CCCCC2)cs1	-4%

Entries listed so far printed as active in L3MBTL1 inh:
SMILES	L3MBTL1 inh
COc1ccc(NC(=O)CN(C)C(=O)c2cc3c(s2)CCC3)cc1	3.2µM*
